# Compound activity: PubChem BioAssay, several laboratories
# GPR35 arrestin U2OS: GPR35 antagonists blocking zaprinast-driven arrestin recruitment, primary screen, imaging, U2OS, beta-arrestin-GFP, zaprinast agonist (AID 2058); U2OS GPR35 beta-arrestin-GFP translocation imaging, zaprinast antagonism; higher % means a stronger effect; inhibition, % at 10 µM; hits with a dose series show IC50 in µM; 0.052% of 290,000 active;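 active means inhibition of at least 50% with at least 30 cells and total cytoplasm GFP at most 10,000,000; inconclusive means under 30 cells or total GFP of 10,000,000 plus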
# LYP phosphatase: inhibitors of LYP phosphatase, biochemical, fluorescence intensity, uHTS (AID 1779). 0.054% of 290,000 active. inhibition, % at 11.5 µM, or IC50 in µM where a hit was titrated. recombinant LYP phosphatase, fluorescence intensity; higher % means a stronger effect; in the data active means inhibition above about 50%;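 further: plate controls were vehicle with enzyme for no effect and no enzyme for full effect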
# GPR55 LPI antagonism: inhibition of LPI-stimulated GPR55 beta-arrestin translocation – imaging, U2OS, beta-arrestin-GFP, LPI agonist, primary screen (AID 2013); U2OS GPR55 beta-arrestin-GFP translocation imaging, LPI antagonism; higher % means a stronger effect; inhibition, % at 10 µM, or IC50 in µM where a hit was titrated; 0.13% of 290,000 active;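 active means spots per cell inhibited over 60%, with over 100 cells counted and total cytoplasm intensity under 500,000; inconclusive means wells with under 100 cells, flagged as likely toxic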;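 further: U2OS cells stably carrying GPR55 and arrestin-GFP stimulated by 5 µM LPI near EC80; imaged beta-arrestin-GFP aggregate spots per cell after agonist stimulation; plate controls were LPI-stimulated DMSO wells for no effect and DMSO wells without LPI for full effect; some results filed as inactive read as strong as hits; confirmed hits need IC50 under 10 µM and bright autofluorescent wells are also inconclusive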
# Myeloid diff 2: promotes myeloid progenitor differentiation. ER-HoxA9 myeloid progenitors, lysozyme-GFP differentiation, flow cytometry. calls only at 10 µM. 1% of 360,000 active. AID 624256;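 active means normalized GFP-positive differentiation at or above the plate's own cutoff, the solvent-only control mean plus 3 SD; inconclusive means no clear call, values can overlap the other calls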;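 further: cells exposed to compound for four days before flow analysis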
# HIV fusion peptide: inhibitors of HIV fusion peptide binding, primary screen, biochemical, uHTS, fluorescence dequenching (AID 1986) | 0.3% of 290,000 active | one-dose inhibition, % at 20 µM; IC50 in µM for titrated hits | cell-free peptide binding, fluorescence dequenching, 30 min; higher % means a stronger effect; in the data active means inhibition mostly above about 52%, no sharp cut-off; inactive means mostly below about 76%; further: some results filed as inactive read as strong as hits
# MgcRacGAP inhibition: MgcRacGAP GTPase-activating activity inhibitors, confirmation, biochemical, ADP Hunter fluorescence; MgcRacGAP-stimulated Rac1 GTP hydrolysis, ADP Hunter fluorescence; higher % means a stronger effect; GST-tagged Rac1 F28L mutant substrate; inhibition, % at 30 µM, or IC50 in µM where a hit was titrated; 0.6% of 340,000 active; AID 624330;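 active means first-screen hits whose inhibition reached a set limit at any dose in the follow-up dose series; inconclusive means inhibition above the set first-screen limit but never retested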;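 further: fluorescence reports GDP produced by GAP-driven GTP hydrolysis; strong numbers were not always called active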
# Salmonella PhoP GFP: PhoP-dependent GFP reporter repression – Salmonella Typhimurium, primary screen (AID 1863). S. Typhimurium PhoP-regulated promoter GFP reporter, 4 h; higher % means a stronger effect. one-dose inhibition, % at 50 µM; IC50 in µM for titrated hits. 0.16% of 300,000 active;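 active means inhibition over 29.93%, a cutoff 3 SD above the screen mean, later confirmed by dose response; inconclusive means inhibition over 29.93% but no dose response follow-up; inactive means inhibition at most 29.93% or unconfirmed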;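 further: 0% = low Mg2+ inducing control and 100% = high Mg2+ repressing control; strong numbers were not always called active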
# Siah-1 displacement: Siah-1 peptide-binding antagonists, primary screen, biochemical, fluorescence polarization, rhodamine-plectin, uHTS (AID 1817). Siah-1 / rhodamine-plectin peptide fluorescence polarization; higher % means a stronger effect. displacement, % at 20 µM; hits with a dose series show IC50 in µM. 0.02% of 290,000 active;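 active means displacement of at least 50% at 20 µM, with a fluorescence ratio check between 0.3 and a set limit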;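 further: plate controls were Siah plus tracer with DMSO for no effect and tracer alone without Siah for full effect; strong numbers were not always called active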
# NTR1 agonist: agonists of NTR1, primary screen, imaging, U2OS cells, beta-arrestin-GFP, high content (AID 493036) | P30989 | 0.17% of 330,000 active | activation, % at 20 µM | NTR1-U2OS beta-arrestin-GFP spot imaging, agonist mode;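 active means activation at or above 40% of the spot to cytoplasm intensity ratio, with at least 20 cells analyzed; inconclusive means wells under 20 cells, flagged as cytotoxic or low count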;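 further: 0% = DMSO without peptide and 100% = 100 nM NTR1 peptide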
# Target sequence (P30989 whole entry, looked up): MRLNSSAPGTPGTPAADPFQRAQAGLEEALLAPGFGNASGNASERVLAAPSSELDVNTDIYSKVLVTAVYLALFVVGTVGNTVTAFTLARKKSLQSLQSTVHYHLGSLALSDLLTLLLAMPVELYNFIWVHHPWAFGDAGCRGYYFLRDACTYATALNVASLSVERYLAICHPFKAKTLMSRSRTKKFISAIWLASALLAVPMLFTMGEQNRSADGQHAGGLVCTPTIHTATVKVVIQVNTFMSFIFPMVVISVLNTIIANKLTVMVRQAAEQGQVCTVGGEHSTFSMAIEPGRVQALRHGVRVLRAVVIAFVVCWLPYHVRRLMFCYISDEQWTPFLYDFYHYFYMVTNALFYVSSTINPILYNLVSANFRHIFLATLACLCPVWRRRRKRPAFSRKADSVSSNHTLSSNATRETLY
# NTR1 agonist cell count 20 µM: second read-out of NTR1 agonist, no call of its own (marks repeat the call); cell count; measured here: cell count, cytotoxicity flag
# Myeloid diff 2 GFP+ MAC1+ %: further read-out of Myeloid diff 2, marked with its call; GFP+ MAC1+ double positive, %; measured here: differentiation confirmed by MAC1 staining
# * hit, by the source's call; i = inactive; ? = inconclusive; . = no result given; + = active, no number.
SMILES,GPR35 arrestin U2OS,LYP phosphatase,GPR55 LPI antagonism,Myeloid diff 2,Myeloid diff 2 GFP+ MAC1+ %,HIV fusion peptide,MgcRacGAP inhibition,Salmonella PhoP GFP,Siah-1 displacement,NTR1 agonist,NTR1 agonist cell count 20 µM
CCN=C1NN=C(c2cc(C)n(Cc3ccco3)c2C)CS1,-4%,1%,-10%,i,0.7,31%,5%,14%,8%,1.1,49
CCSc1nnc2c(n1)[nH]c1c(C)cccc12,-1%,-4%,-4%,i,2.7,-1.4%,11%,13%,0%,1.3,43
O=C(Nc1ncccn1)c1cc([N+](=O)[O-])cc([N+](=O)[O-])c1,-3%,-10%,11%,i,0.7,1.7%,7%,7%,0%,0.9,80
CS(=O)c1ccccc1COC(=O)Nc1ccccc1 (centres undefined),-12%,2%,-2%,i,0.3,-1.0%,5%,-4%,3%,0.4,43
CCOC(=O)C1=C(C)N(CCCC(=O)O)C(=O)NC1c1ccc(OC)cc1 (centres undefined),-1%,-2%,-2%,i,1.9,1.7%,8%,1%,-8%,-3.3,76
Cc1cccc(N2C(=O)Cc3ccccc3C2=O)c1,3%,-7%,12%,i,0.5,2.5%,8%,-4%,3%,-0.6,46
C=C1CC[C@H](O)C/C1=C/C=C1\CCC[C@]2(C)[C@@H]([C@H](C)/C=C/[C@H](C)C(C)C)CC[C@@H]12,.,.,.,i,1.9,.,-2%,6%,.,0.3,55
COc1ccccc1NC(=O)CSc1nnc(NC(=O)C2CCC2)s1,15%,-3%,7%,i,3.5,0.8%,6%,-11%,-2%,-0.5,52
CCOc1ccc(NC(=S)N2CCC(N(C)CC3CCCO3)CC2)cc1 (centres undefined),0%,-12%,0%,i,0.2,-3.1%,5%,-7%,-2%,-0.1,42
Cc1cc(C(=O)Nc2ccc(C(=O)O)cc2)c(-c2ccccc2)o1,-9%,-7%,7%,i,1.7,3.5%,10%,-16%,4%,1.3,60
CC(=O)Nc1ccc(S(=O)(=O)NCCC(=O)OCC(=O)c2ccc(F)c(F)c2)cc1,-11%,-8%,11%,i,0.9,1.5%,5%,10%,1%,-1.0,60
Cc1ccc(S(=O)(=O)CCN2CCC(O)(c3ccccc3)CC2)cc1,3%,-11%,0%,i,0.2,-0.8%,9%,11%,-3%,0.3,82
C[C@@H](C(=O)CC(=O)OC(C)(C)C)[C@@H](O)c1c(F)cccc1Cl,8%,-11%,-8%,i,1.1,0.9%,8%,3%,-2%,-2.5,50
COc1ccc(C(=O)Nc2ccc(NC(=O)C(C)C)nc2)cc1,20%,-8%,12%,i,0.3,-0.8%,8%,-4%,2%,2.7,52
Cc1c(/C=N/NC(=O)C2(O)c3ccccc3-c3ccccc32)cnn1C,-23%,4%,4%,i,0.3,0.1%,14%,0%,-1%,-1.1,67
Cc1ccc(NC(=O)CSCC#N)cc1Cl,3%,-1%,-2%,i,1.0,-0.2%,2%,-11%,18%,0.1,64
O=C(NCCc1ccccc1)C1CCN(C2CCN(Cc3ccc(CO)o3)CC2)CC1,-5%,-1%,14%,i,0.2,-0.6%,-2%,-6%,2%,0.4,42
COc1cccc(C(=O)Nc2cccnc2)c1OC,-3%,-4%,9%,i,0.2,-2.3%,7%,-2%,6%,-0.6,80
CCOc1ccc(-c2nn(-c3ccccc3)cc2/C=C(\C#N)S(=O)(=O)c2ccccc2)cc1C,5%,-2%,4%,i,0.0,1.7%,8%,-11%,4%,1.6,37
CC(=O)c1ccc(N=C2SCCCN2C(=O)C2CCCCC2)cc1,-14%,-1%,-4%,i,0.3,1.5%,6%,8%,-4%,0.9,35
O=c1cc[nH]c2cccc(Cc3ccccc3)c12,14%,-2%,11%,i,1.0,-0.4%,12%,9%,0%,-0.8,71
Cn1cnnc1SCC(=O)N1CCN(C(=O)c2ccco2)CC1,-11%,-6%,11%,i,0.5,-1.3%,-2%,5%,15%,-0.7,61
c1cc2c(cc1NC1CCCCCC1)OCO2,8%,-5%,-12%,+,3.0*,4.6%,48µM*,-3%,7%,-0.9,85
COCCN=C1Sc2nc3ccc(C)cc3cc2CN1Cc1ccco1,-2%,-3%,2%,i,0.3,11%,6%,-14%,-3%,-1.8,69
CC(=O)NCCc1ccc(S(=O)(=O)N(C)C2CCS(=O)(=O)C2)cc1 (centres undefined),1%,-2%,-7%,i,1.2,2.6%,3%,-7%,1%,0.5,66
# (list continues)
SMILES,GPR35 arrestin U2OS,LYP phosphatase,GPR55 LPI antagonism,Myeloid diff 2,Myeloid diff 2 GFP+ MAC1+ %,HIV fusion peptide,MgcRacGAP inhibition,Salmonella PhoP GFP,Siah-1 displacement,NTR1 agonist,NTR1 agonist cell count 20 µM
CCC1C(=O)CC(c2ccc([N+](=O)[O-])cc2)NC1c1ccc([N+](=O)[O-])cc1 (centres undefined),3%,-3%,0%,i,0.6,-0.3%,14%,-6%,-9%,0.6,53
CC1=NN(C(=O)COc2cc(C)ccc2C(C)C)C(O)(c2ccccc2)C1 (centres undefined),14%,-2%,-2%,i,0.9,-2.1%,4%,-12%,11%,6.8,53
Cc1ccc(S(=O)(=O)/N=C(\CN2CCOCC2)N2CCCC2)cc1,-2%,-2%,-6%,i,7.6,-0.3%,1%,-8%,6%,-1.1,65
COc1ccc(N=Cc2c(O)[nH]c3ccccc23)cc1,9%,0%,-7%,?,.,-1.9%,9%,-6%,-1%,-0.5,96
CCC(C)C(NC(=O)C1CCC(C)CC1)C(=O)NC(C(=O)OC)C(C)C (centres undefined),3%,-7%,26%,i,1.6,14%,4%,13%,8%,-0.1,71
O=C(CCc1nc2ccccc2s1)c1ccccc1,10%,-9%,10%,i,1.3,3.9%,6%,1%,9%,-0.2,52
COc1cc(CNCCO)cc(Br)c1OCc1ccccc1,0%,-4%,-1%,i,0.3,0.3%,5%,1%,-3%,0.1,55
COc1ccc(CNC(=O)C/C(C)=N/NC(=O)C(c2ccccc2)c2ccccc2)cc1,-5%,-9%,2%,i,0.7,-0.7%,9%,-1%,0%,-1.3,42
COc1ccc(NC(=O)C2CCC(=O)N2C(=O)OCc2ccccc2)cc1 (centres undefined),7%,-8%,-20%,i,0.5,0.7%,14%,-1%,-8%,-0.3,56
CC(=O)N1c2ccc(S(=O)(=O)N(C)CC(=O)NC3CCCC3)cc2CC1C (centres undefined),-8%,-9%,-5%,i,3.2,-0.8%,8%,-5%,-3%,0.1,59
COc1ccc(-c2cc(C(=O)NCCc3ccc(S(N)(=O)=O)cc3)c3ccccc3n2)cc1,21%,-2%,8%,i,0.5,-1.0%,15%,-2%,-4%,-0.8,45
COc1ccc(N(CC(=O)N2CCC(C(N)=O)CC2)S(=O)(=O)c2ccccc2)cc1,4%,-10%,50%,i,3.6,1.2%,-3%,-6%,-1%,-1.1,46
COC(=O)c1sc2nc(C)cc(C)c2c1N,14%,-10%,10%,i,0.3,-0.7%,13%,2%,12%,-1.4,12
O=[N+]([O-])c1ccc(Sc2nnnn2-c2ccccc2)nc1,0%,-5%,1%,.,.,2.5%,.,0%,3%,1.0,89
Cn1[nH]c(C(F)(F)F)c(C=NCc2ccc(Cl)cc2)c1=O,0%,-7%,3%,i,0.1,0.6%,8%,2%,1%,2.1,90
Cc1c(Cl)cccc1NC(=O)Nc1ccccc1C(N)=O,4%,-2%,17%,?,.,3.2%,1%,6%,8%,-0.9,87
Cn1ncc(Cl)c1C(=O)Nc1ccc(Cl)cn1,-16%,-3%,9%,i,1.1,4.2%,4%,-2%,8%,-2.7,80
CCOc1ccccc1OCCOCCOc1c(Cl)cccc1Cl,-8%,2%,-1%,i,1.3,0.2%,6%,6%,-3%,0.4,45
O=C(Nc1nccs1)c1sc2cc(Cl)ccc2c1Cl,5%,-4%,-5%,i,1.6,-2.9%,-7%,-2%,6%,4.0,99
CCn1nc(C(=O)Nc2ccc3nc(C)sc3c2)c2ccccc2c1=O,-10%,2%,10%,i,0.7,-2.2%,5%,0%,-2%,0.4,39
COc1ccc(NC(=O)CSc2nc3ccccc3c(=O)n2CCCN2CCCCC2)c(OC)c1,10%,-14%,15%,i,0.6,-1.7%,14%,-11%,-2%,-1.9,67
Cc1cc(=O)oc(C)c1C(=O)Nc1ccccc1F,-2%,-9%,11%,i,0.4,-1.4%,1%,-3%,12%,-0.4,41
COc1ccc(/C=C(/NC(=O)c2ccco2)C(=O)N2CCCC2=O)cc1,-7%,0%,17%,i,0.2,1.7%,6%,-10%,18%,0.6,93
O=C(OCc1ccc(Cl)c(Cl)c1)c1cccnc1Cl,2%,-5%,-8%,i,2.2,-1.7%,6%,-1%,-2%,2.8,55
CCN1CCN(c2cc(C)c3cc(NC(=O)c4cccs4)ccc3n2)CC1,-8%,-6%,14%,i,0.1,-1.9%,17%,1%,-4%,4.1,68
# (continued)
SMILES,GPR35 arrestin U2OS,LYP phosphatase,GPR55 LPI antagonism,Myeloid diff 2,Myeloid diff 2 GFP+ MAC1+ %,HIV fusion peptide,MgcRacGAP inhibition,Salmonella PhoP GFP,Siah-1 displacement,NTR1 agonist,NTR1 agonist cell count 20 µM
COC(=O)/C(=C/c1ccco1)NC(=O)c1ccco1,-12%,-10%,5%,i,0.3,17%,8%,-6%,-7%,0.4,49
Cc1ccc(/C=C/c2ccc(=O)n(Cc3ccc(F)cc3)n2)cc1,-6%,-3%,0%,i,0.6,0.5%,7%,-5%,5%,6.2,19
CCn1c(SCC(=O)NCc2ccco2)nnc1-c1ccc(N)cc1,0%,-6%,6%,i,0.0,-0.8%,12%,9%,2%,-0.1,60
Cc1cc2cccc(C)c2nc1SCC(=O)NCC1CCCO1 (centres undefined),7%,-3%,12%,i,0.3,0.9%,2%,0%,-1%,-0.4,37
O=C1CC(c2ccco2)CC(O)=C1C=NCC1CCNCC1 (centres undefined),-1%,-6%,-14%,i,0.9,-2.5%,2%,-6%,-12%,-1.3,29
CCCCCCn1cc(C(=O)OCC)c(=O)c2cc(F)c(F)cc21,-5%,-5%,6%,i,1.2,0.9%,-11%,-13%,9%,-0.2,49
COc1ccc(S(=O)(=O)N2CCC(C(=O)NCCC(=O)Nc3cccc(OC)c3)CC2)cc1,9%,-7%,8%,i,1.9,0.6%,14%,-2%,9%,3.0,66
COc1cnn(-c2ccccc2)c(=O)c1SCc1ccc(Cl)c(Cl)c1,-6%,4%,21%,i,6.9,2.2%,2%,-5%,4%,2.8,60
CCCCNC(=O)CSc1nnc(Cc2ccccc2)n1CC1CCCO1 (centres undefined),2%,-8%,5%,i,2.1,-1.0%,-7%,9%,6%,0.0,34
